Screening results as filed in PubChem.
Ins promoter up: MIN6 insulin promoter up-regulation; MIN6 insulin promoter-GFP reporter, high-content imaging; hits give high values; z-score at 5 µM; hit rate 0.3% among 190,000;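 active = z-score above 3 at 5 µM with at least 500 cells counted in the well; inconclusive = wells under 500 cells, flagged as cytotoxic or low count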
Dynein transport: dynein cargo transport inhibition. z-score, hits read low. hit rate 0.47% among 220,000. 3617.4 mouse cells, GR-EGFP nuclear translocation imaging; test concentration mostly 20 µM; stimulated with dexamethasone, 1 µM; hits give low values;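 active = plate z-score of nuclear minus cytoplasmic receptor signal below a set negative limit, without overly bright fluorescence or cell loss, cut at about -3.5 in these data, passing the limit was not always enough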;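 note: z-score of nuclear minus cytoplasmic ring GR-EGFP intensity difference per well; some compounds called inactive have numbers as strong as hits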
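Buffer or medium – tet-free medium with charcoal-stripped serum · Signal – automated 10x imaging of fixed Hoechst-stained cells · Also added – dexamethasone agonist, 1.0 µM final, for 30 min · Incubation – induction 48 h, compound 1 h, agonist 30 min · Read-out – GR-EGFP nuclear translocation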
Autophagy mod: autophagy modulation, high-content screen; MEF GFP-LC3 puncta imaging; test concentration mostly 10 µM; calls only at 10 µM (by protocol); hit rate 0.98% among 190,000; AID 463193;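 active = percentage of spot-positive cells more than 3 SD above its plate mean, without a fluorescence outlier flag or 80% toxicity; inconclusive = no clear call, values can overlap the other calls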;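 note: spot-positive cell cutoff set from DMSO-treated cells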
ER stress rescue: protection against thapsigargin-triggered cell killing – 384-well, CSM14.1, ATP luminescence, primary screen (AID 1222) | CSM14.1 thapsigargin-induced death rescue, ATP luminescence; higher % means a stronger effect | cellular ATP content (survival), % at 20 µM; hits with a dose series show EC50 in µM | 190,000 tested, under 10 active;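 active = EC50 below 50 µM in the dose-response confirmation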;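 note: death triggered by thapsigargin at about 15 µM added after 2 h compound pretreatment; cell ATP read after overnight thapsigargin exposure of roughly 18 to 22 hours; normalized against plate controls of thapsigargin alone and 5% DMSO vehicle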
M17LAP inhibition: P. falciparum M17LAP inhibitors, primary screen, biochemical, fluorogenic H-Leu-NHMec substrate, 1536-well (AID 1619); recombinant M17LAP, H-Leu-NHMec fluorogenic kinetic assay; higher % means a stronger effect; one-dose inhibition, % at 30 µM; IC50 in µM for titrated hits; hit rate 0.38% among 220,000;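 active = compound inhibiting the enzyme by more than half at any dose during confirmatory dose-response retesting; inconclusive = strong single-dose inhibitors picked by rank but not retested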;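 note: plate controls were full reaction with DMSO carrier for no effect and no enzyme background for full effect; strong numbers were not always called active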
P. falciparum M1AAP: malaria alanyl aminopeptidase activity blockers – biochemical, fluorogenic H-Leu-NHMec substrate, 1536-well (AID 1445) | hit rate 0.42% among 220,000 | one-dose inhibition, % at 30 µM; IC50 in µM for titrated hits | recombinant M1AAP, H-Leu-NHMec fluorogenic kinetic assay; higher % means a stronger effect;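 active = primary inhibition above the hit cutoff, then over 50% inhibition at one or more dose response concentrations, cut at about 23% in these data, passing the limit was not always enough; inconclusive = conflicting primary data, or primary hits not chosen for dose response; inactive = low primary inhibition, or under 50% at every dose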;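 note: plate controls were DMSO full reaction for no effect and no enzyme background for full effect; strong numbers were not always called active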
Yfh1-depleted yeast: enhancers of respiration in Yfh1-depleted yeast, dose response, Friedreich's ataxia, plus single-dose screen (AID 1465) | S. cerevisiae Yfh1-off respiration, WST-1 reduction, 72 h; higher fold induction means a stronger effect | hit rate 0.074% among 220,000 | one-dose fold induction at 50 µM; EC50 in µM for titrated hits;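 active = fold induction of absorbance versus untreated yeast above a set limit, then at least 30% activation at any dose in follow-up; inconclusive = repeats straddling the limit, or above it without dose testing; inactive = fold induction below the set limit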;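 note: activators that raise dye reduction in frataxin-depleted yeast; strong numbers were not always called active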
Hep lipid drop: hepatic lipid droplet formation modulation; AML12 mouse hepatocytes, oleate lipid droplets, BODIPY imaging; inhibition, % at 6.5 µM; hit rate 0.4% among 240,000; AID 1656;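 active = lipid droplet intensity inhibited by at least 50%, with more than 500 cells counted; inconclusive = wells with under 300 cells, treated as cytotoxic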
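Material: mouse AML12 hepatocyte cell line, fixed after treatment; Timing: compound with oleate, overnight; Technique: high-content imaging of BODIPY-stained droplets and DAPI nuclei; Probe or stimulus: oleate, 100 µM final; Dosing: compound at 6.5 µM only.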
MT stabilizer: stabilizes microtubules in HeLa cells | hit rate 0.83% among 200,000 | HeLa tubulin immunostaining HCS, 24 h; share of cells brighter than vehicle mean+2SD | AID 2205 | % tubulin-high responders, % at 10 µM;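 active = plate Z-score above 3 for both tubulin-high and condensed-nucleus cell shares, with cell loss under 80%, at 10 µM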;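 note: anti alpha tubulin signal scored within the nucleus-defined area of each cell; some results filed as inactive read as strong as hits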
Dynein transport cytoplasmic EGFP: second read-out of Dynein transport, no call of its own (marks repeat the call); z-score; measured here: cytoplasmic GR-EGFP intensity; hits give high values
Dynein transport nuclear GR-EGFP: recorded beside Dynein transport, whose call it bears; z-score; measured here: nuclear GR-EGFP intensity;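 lower value marks the stronger effect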
Dynein transport cell count: second read-out of Dynein transport, no call of its own (marks repeat the call); z-score; measured here: cell count per field
Ins promoter up cell count: also measured in Ins promoter up; calls as there; cell count; measured here: cytotoxicity, nuclei count;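 total cells summed across four imaged fields per well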
Hep lipid drop cells 6.5 µM: second read-out of Hep lipid drop, no call of its own (marks repeat the call); cell count; measured here: cell count, cytotoxicity flag;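 cells counted across two imaged fields per well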
MT stabilizer Hoechst-high %: further read-out of MT stabilizer, marked with its call; % Hoechst-high responders; measured here: nuclear condensation Hoechst responders;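 share of cells brighter than vehicle mean plus two SD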
MT stabilizer cytotoxicity %: also measured in MT stabilizer; calls as there; toxicity, %; measured here: cytotoxicity by cell density;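 0% = mean cell density of plate MIN control wells and 100% = no cells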
Autophagy mod cell loss 18 h: recorded beside Autophagy mod, whose call it bears; toxicity, %; measured here: cell loss, nuclei count;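 cell loss after 18 h compound exposure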
Starred values were filed as active, the others as inactive; i = inactive; ? = inconclusive; . = no result given.

compound	Ins promoter up	Ins promoter up cell count	Dynein transport	Dynein transport cytoplasmic EGFP	Dynein transport nuclear GR-EGFP	Dynein transport cell count	Autophagy mod	Autophagy mod cell loss 18 h	ER stress rescue	M17LAP inhibition	P. falciparum M1AAP	Yfh1-depleted yeast	Hep lipid drop	Hep lipid drop cells 6.5 µM	MT stabilizer	MT stabilizer Hoechst-high %	MT stabilizer cytotoxicity %
CCCC(=O)NCc1cc(-c2nn(C)c(=O)c3ccccc23)ccc1OC	-0.65	1482	-0.054	-0.3	0.1	0.1	i	14	-0.3%	2%	-3%	i	-4	655	2.4	1.5	6.8
COC(=O)c1ccc2c(c1O)C(=O)c1ccccc1C2=O	.	.	-0.14	-0.24	-0.025	0.6	i	16	-5.7%	-6%	-2%	i	-2	696	1.1	0.7	5.4
Cc1cc(C)n(-c2nc(NCCC(C)C)c3c4c(sc3n2)COC(C)(C)C4)n1	-3.1	827	0.71	-0.2	0.19	1.5	i	98	4.9%	1%	1%	.	0	686	4.2	2.2	9.2
O=C(Nc1ccccc1)c1ccccc1CCc1ccccc1	-0.4	1383	0.14	-0.22	0.69	0.21	i	17	-1.6%	7%	2%	i	.	.	2.1	1.1	2.5
CN(C)c1ccccc1C(=O)N1CCCC(C(=O)c2ccc3ccccc3c2)C1 (centres undefined)	-1.6	1474	-0.68	-0.28	-0.16	0.4	i	-21	3.6%	7%	0%	i	4	761	4.0	2.2	1.8
N#Cc1cn(-c2ccccc2)nc1-c1ccc2c(c1)OCCO2	-0.18	1084	-0.12	-0.26	0.016	0.37	i	7	-0.3%	4%	-2%	i	24	716	3.3	2.5	1.8
Cc1cc(N/N=C/c2ccncc2)c([N+](=O)[O-])cc1[N+](=O)[O-]	-0.58	1127	-1.7	-0.2	-0.24	1.5	.	.	.	-7%	3%	i	3	806	.	.	.
CCOC(=O)N1CCN(C(=O)c2ccc(CN(c3ccccc3)S(C)(=O)=O)cc2)CC1	-0.51	1058	-0.79	-0.28	-0.31	0.5	i	0	0.3%	-2%	-4%	i	.	.	2.6	3.1	5.0
O=C(CSc1nc2cc(Cl)ccc2s1)NC1CCCc2ccccc21 (centres undefined)	-0.06	1500	0.32	-0.027	0.27	0.28	i	4	-0.9%	-5%	5%	i	-26	619	2.4	2.5	7.8
CN=C1c2c(-c3ccccc3)c3cc(OC)ccc3n2CCN1C	-0.33	1013	2.6	-0.18	1.2	-0.62	i	3	-2.1%	6%	7%	i	.	.	4.0	1.9	8.7
CCCCc1ccc(S(=O)(=O)NCCc2ccncc2)cc1	-0.33	1106	-0.18	-0.27	0.3	-0.41	i	4	-3.3%	1%	5%	i	0	771	5.1	1.5	68
O=C1N=C(N2CCC(Cc3ccccc3)CC2)S/C1=C/c1cn[nH]c1-c1ccccc1	.	.	0.31	-0.23	0.43	0.54	i	11	8.0%	-5%	1%	i	.	.	1.8	1.3	7.0
O=C(Nc1ccc(N2CCOCC2)nc1)c1ccccc1Cl	-0.07	1379	-0.089	-0.27	-0.019	0.64	.	.	.	4%	1%	i	1	717	.	.	.
N#Cc1c(N)c(C(=O)c2ccccc2)n2c1CCC2	0.09	1806	0.4	-0.21	-0.49	-0.51	i	3	-1.3%	7%	3%	i	0	698	3.1	1.4	2.3
CC(=O)O[C@H]1CC[C@@]2(C)C(CCC3C2CC[C@]2(C)OC(=O)CCC32)C1 (some centres undefined)	0.28	1016	-0.15	-0.16	-0.039	0.049	i	-2	-1.6%	0%	13%	i	-5	711	1.9	1.6	31
Cc1cc(C)nc(NC(=S)Nc2ccccc2)n1	.	.	0.83	-0.14	0.52	-0.072	i	-19	0.1%	5%	-1%	i	12	686	5.0	2.5	6.9
CCC(C)n1c(SCC(=O)NC(=O)c2cccn2C)nc2ccccc2c1=O (centres undefined)	-0.44	1245	0.32	-0.35	0.36	0.63	i	5	0.5%	-6%	1%	i	-20	684	5.0	2.8	1.7
CCOc1ccc(N(C(C)=O)c2nc(C)cc(C)c2C#N)cc1	.	.	0.18	-0.23	0.19	-0.16	i	-3	-2.6%	6%	1%	i	-6	737	3.0	2.3	2.4
CC(C)(C)[C@H]1C=C(C(=O)N2CCN(Cc3ccc4c(c3)OCO4)CC2)O[C@@H](OCc2ccc(CO)cc2)C1	-0.74	1375	0.46	-0.21	0.7	-1.4	i	-63	2.3%	-2%	-3%	i	-12	651	4.4	1.5	7.7
CC1(C)CC(=O)c2sc(NC(=O)c3ccccc3)nc2C1	0.22	1486	-0.073	-0.32	0.37	0.1	i	15	-3.5%	14%	11%	i	1	667	4.9	2.0	6.3
Cc1cccc(Nc2nc(N)nc(CSc3nccn3C)n2)c1	0.44	1466	-0.79	-0.25	-0.23	0.92	i	2	0.0%	-2%	7%	i	.	.	3.7	1.8	1.9
CCOCN(C(=O)Cn1cnc2ccccc21)c1c(C)cccc1CC	-0.29	1363	-0.28	-0.25	-0.084	1.1	i	0	0.8%	4%	2%	i	-28	744	2.3	1.9	5.9
CCOc1ccc(S(=O)(=O)n2cc(-c3ccc(F)cc3)c(N)n2)cc1	.	.	-0.27	-0.21	-0.32	-0.3	i	0	0.6%	3%	5%	i	-13	775	3.1	2.9	6.0
COc1ccc(N2CCN(CCCNS(=O)(=O)c3c(C)noc3/C=C/N(C)C)CC2)cc1	.	.	-0.6	-0.1	-0.25	0.27	.	.	.	20%	15%	i	-14	641	1.6	3.3	7.4
O=C(Nc1cccc2nsnc12)c1cccnc1	-0.01	1148	0.78	-0.27	-0.022	-0.22	i	-6	-2.8%	-6%	12%	i	-4	674	4.2	6.8	4.9
S=C(c1ccc(-c2ccccc2Cl)o1)N1CCCCC1	-0.23	1285	-0.6	-0.27	-0.51	0.44	i	13	-3.2%	2%	-4%	.	9	458	1.5	2.3	5.5
CCCc1cc(=O)[nH]c(SCC(=O)N(C)C2CCS(=O)(=O)C2)n1 (centres undefined)	-2.3	830	0.33	-0.2	0.49	-0.61	.	.	1.8%	11%	4%	i	.	.	1.3	2.0	7.2
COc1ccccc1CC(=O)N1CCCC(CCC(=O)NCc2ccccc2F)C1 (centres undefined)	0.17	1038	-1.2	-0.16	-0.67	1.7	.	.	.	-9%	2%	i	1	740	.	.	.
Cc1ccc(-c2cn3cccnc3n2)cc1NC(=O)c1c(-c2ccccc2Cl)noc1C	-0.96	1072	1.9	-0.14	0.61	-0.45	i	-7	-1.3%	-84%	10%	.	.	.	31	7.5	55
Cn1cccc1-c1cc(C(=O)N/N=C/c2cccc(O)c2)[nH]n1	0.22	1128	-0.21	-0.22	-0.27	0.32	i	1	-2.6%	22%	1%	i	-2	749	6.4	1.2	4.9
COc1cc(C)nc(NC(=S)N(C)C(=O)c2ccccc2)n1	-0.83	1085	1.6	-0.22	0.75	-1.3	.	.	.	-6%	7%	i	-21	640	.	.	.
Cc1ccc(C)c(NC(=S)NNC(=O)c2csc(C)c2)c1	-1.1	1236	1.2	-0.26	0.41	-0.5	i	17	-0.7%	-8%	-11%	i	-11	686	2.2	2.4	8.7
Nn1nnc2ccccc21	0.44	1051	-0.76	-0.73	-0.1	0.18	.	.	.	-2%	1%	i	7	731	.	.	.
Clc1ccc2c(NCc3ccco3)ncnc2c1	.	.	-0.12	0.018	-0.089	1.2	i	12	-4.1%	-8%	5%	i	6	803	3.6	3.1	8.7
O=c1c2c(ncn2C2CCCC2)n(Cc2ccccc2)c(=O)n1CCOc1ccc(Br)cc1	-1.4	1433	-1.1	-0.26	-0.81	0.56	i	10	1.2%	-5%	-1%	i	-39	583	5.1	3.9	6.5
CN(Cc1ccco1)S(=O)(=O)c1ccc2c(c1)CCN2C(=O)CCC(=O)O	-0.13	1318	-0.94	-0.22	0.26	-0.18	i	6	-3.7%	12%	6%	i	-12	763	2.8	1.7	2.9
CCn1cc([N+](=O)[O-])c(C(=O)Nc2nc(-c3ccc(C)c(C)c3)c(C)s2)n1	-0.25	1480	0.79	-0.23	0.67	-0.35	i	11	0.7%	-2%	0%	.	.	.	12	5.4	12
N#Cc1sc2nc3c(c(-c4cccnc4)c2c1N)CCC3	-0.27	1284	0.032	-0.23	0.3	-0.16	i	1	.	10%	9%	i	-40	682	1.2	1.9	6.8
CCC(Oc1ccccc1)C(=O)NCc1ccc(S(N)(=O)=O)cc1 (centres undefined)	?	.	-0.17	-0.29	-0.44	0.88	i	-11	0.1%	12%	11%	i	2	710	1.8	3.6	6.7
N#C/C(=C\c1cccc2ccccc12)c1nn(-c2ccccc2)c(N)c1C#N	.	.	0.49	-0.15	0.48	-1.8	i	-4	.	.	.	i	.	.	5.5	4.4	16
